Source: PubChem
APOBEC3A inh: human APOBEC3A DNA deaminase inhibition. P31941. recombinant A3A, FAM/TAMRA ssDNA deamination fluorescence. inhibition, % at 20 µM. 330,000 tested, 0.41% active. AID 493011;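 active = at least 40% inhibition at 20 µM here, with at most 30% in a related deaminase screen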;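 note: plate controls were A3A with DMSO for no effect and wells lacking A3A enzyme for full effect; some results filed as inactive read as strong as hits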
Target sequence (P31941 whole entry, looked up): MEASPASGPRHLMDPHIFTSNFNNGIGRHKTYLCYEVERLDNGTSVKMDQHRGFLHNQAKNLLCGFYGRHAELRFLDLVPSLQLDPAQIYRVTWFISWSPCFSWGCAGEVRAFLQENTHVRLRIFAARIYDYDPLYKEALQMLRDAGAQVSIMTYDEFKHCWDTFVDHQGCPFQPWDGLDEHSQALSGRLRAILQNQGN
hIAP activ: increases human intestinal alkaline phosphatase activity; P09923; purified human IAP, CDP-Star luminescence, 30 min; hits give high values; 1 = vehicle-only enzyme, 0 = enzyme-free background; activation factor at 10 µM; 330,000 tested, 0.16% active; AID 2524;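 active = activation factor of the enzyme at least 2-fold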; note: the source names both 10 and 20 µM as test concentration; values of inactives mirror those of a sister screen read the other way
mIAP activ: mouse IAP activation. 330,000 tested, 0.24% active. muIAP, CDP-Star luminescence, 30 min; hits give high values; 1 = vehicle-only enzyme signal, 0 = enzyme-free wells. activation factor at 10 µM. AID 2805;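 active = activation factor of at least 2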; note: the source names both 10 and 20 µM as test concentration; values of inactives mirror those of a sister screen read the other way
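System: Mouse IAP enzyme | Also added: CDP-Star substrate | Dosing: Compounds dispensed in DMSO | Schedule: 30 min enzyme-substrate-compound incubation at room temperature | Technique: Chemiluminescence readout | Control set: DMSO-only wells and no-enzyme negative control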
APOBEC3G inh: inhibitors of human APOBEC3G DNA deaminase; Q9HC16; recombinant A3G, ssDNA deamination FAM/TAMRA fluorescence; inhibition, % at 20 µM; 330,000 tested, 0.28% active;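 active = inhibition of at least 40% at 20 µM, with no more than 30% in the related APOBEC3A deaminase screen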;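 note: plate controls were DMSO wells with A3G for no effect and wells lacking A3G enzyme for full effect; some compounds called inactive have numbers as strong as hits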
Target sequence (Q9HC16 whole entry, looked up): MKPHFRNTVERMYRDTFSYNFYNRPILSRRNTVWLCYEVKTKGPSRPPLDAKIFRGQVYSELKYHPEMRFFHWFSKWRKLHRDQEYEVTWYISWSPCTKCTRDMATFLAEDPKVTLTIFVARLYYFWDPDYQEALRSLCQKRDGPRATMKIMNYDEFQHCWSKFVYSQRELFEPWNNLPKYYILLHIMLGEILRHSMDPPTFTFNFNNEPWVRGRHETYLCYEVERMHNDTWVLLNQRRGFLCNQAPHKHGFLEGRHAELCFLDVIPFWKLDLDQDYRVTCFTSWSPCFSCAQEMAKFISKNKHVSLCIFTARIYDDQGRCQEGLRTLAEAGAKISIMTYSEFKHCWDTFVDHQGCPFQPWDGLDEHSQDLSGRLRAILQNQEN
SENP1 inh: blocks the human SENP1 SUMO protease catalytic domain | recombinant SENP1 catalytic domain, CyPet-SUMO1-YPet FRET cleavage | 360,000 tested, 0.21% active | AID 624204 | Q9P0U3 | inhibition, % at 10 µM;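 active = inhibition at least 30% at 10 µM, raw YFP signal under a set limit, fluorescence ratio 0.5 to 1.5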;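 note: 0% = enzyme with DMSO and 100% = no enzyme wells; some results filed as inactive read as strong as hits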
Target sequence (Q9P0U3 419-644 limits assumed): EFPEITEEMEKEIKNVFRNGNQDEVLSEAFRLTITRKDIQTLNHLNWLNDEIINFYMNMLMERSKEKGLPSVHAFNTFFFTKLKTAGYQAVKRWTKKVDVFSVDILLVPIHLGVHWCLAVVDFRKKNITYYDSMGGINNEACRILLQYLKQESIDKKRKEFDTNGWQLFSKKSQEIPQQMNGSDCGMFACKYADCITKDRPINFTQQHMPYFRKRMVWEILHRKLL
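Material – human SENP1 catalytic domain · Input – SENP1 enzyme, 20 pM final · Compound dosing – single concentration of 10 µM compound, 0.5% DMSO final · Timing – enzyme reaction for 50 min at room temperature, dark · Measured by – FRET fluorescence in CFP and YFP emission channels · Control set – no-enzyme wells low, DMSO-plus-enzyme wells high control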
NALP3 yeast inh: NALP3 inhibition in yeast | 330,000 tested, 0.39% active | Yeast reconstituted NLRP3/ASC/caspase-1, beta-gal luminescence, 24 h | AID 2825 | inhibition, % at 10 µM;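 active = inhibition of 50% or more; inactive = inhibition below 50%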;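 note: plate controls were induced DMSO wells for no effect and uninduced yeast grown without galactose for full effect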
hIAP block: human IAP inhibition; P09923; purified IAP, CDP-Star luminescence, 30 min; inhibition, % at 10 µM; 330,000 tested, 0.12% active; AID 2544;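 active = inhibition reaching a set limit with compound at 10 µM in the primary screen, cut at about 35% in these data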;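 note: plate controls were DMSO wells with enzyme for no effect and no-enzyme buffer wells for full effect; values of inactives mirror those of a sister screen read the other way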
mIAP block: mouse IAP inhibition | AID 2806 | inhibition, % at 10 µM | 330,000 tested, 0.2% active | purified mouse IAP, CDP-Star luminescence, 30 min;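 active = inhibition of at least 40% at 10 µM in the primary screen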;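 note: plate controls were DMSO with enzyme for no effect and no enzyme wells for full effect; values of inactives mirror those of a sister screen read the other way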
MIN6 prolif: induces beta-cell replication in MIN6 cells | MIN6 cells proliferation, ATPlite luminescence, 48 h; cells starved in 0.2% serum; 100% = growth in 10% serum | AID 2380 | 330,000 tested, 0.29% active | proliferation, % at 10 µM;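 active = compounds whose signal lies at least 3.5 SD above the mean of all wells on their plate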;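 note: 0% = DMSO-treated cells in low-serum medium and 100% = 10% serum control; some compounds called inactive have numbers as strong as hits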
* hit, by the source's call; . = not tested or not shown. This is a subset; rates above refer to the full screens.

[1] O=C(Nc1cccnc1Cl)c1ccc(Cl)cc1
[2] CCC(=O)N1CCc2cc(S(=O)(=O)N3CCc4ccccc43)ccc21
[3] COc1cc2c(cc1OC)C(c1ccccc1C)CC(=O)N2 (configuration not stated)
[4] Cc1ccc(NC(=O)CSc2ncccn2)cc1S(=O)(=O)N1CCCCC1
[5] COc1ccc(NC(=O)OC(C)C)cc1
[6] Cc1ccc(S(=O)(=O)N2CCCCC2C(=O)Nc2nncs2)cc1 (configuration not stated)

compound no.	1	2	3	4	5	6
APOBEC3A inh	-4	2	0	-6	-3	-4
hIAP activ	0.72	0.88	1.4	1	0.98	0.93
mIAP activ	0.97	0.97	1	0.94	0.92	0.97
APOBEC3G inh	-7	9	0	-9	-5	-5
SENP1 inh	-1	2	2	-1	3	1
NALP3 yeast inh	11	1	12	5	11	-6
hIAP block	28	12	-37	-2	2	7
mIAP block	3	3	-2	6	8	3
MIN6 prolif	-1	0	-4	2	-4	0

[7] CCN(CC)CC(O)Cn1c(-c2ccccc2Cl)nc2ccccc21 (configuration not stated)
[8] Cc1nc(-c2ccccc2)sc1C(=O)Nc1ccc(S(N)(=O)=O)cc1
[9] Cc1ccc(S(=O)(=O)N[C@H](C(=O)N2CCC(C(=O)N[C@@H](CCC(N)=O)C(=O)O)CC2)C(C)C)cc1
[10] Cc1cc(N/C=C/C(=O)c2cccc3ccccc23)no1
[11] CCc1nc2ccccc2c(C(=O)OCC(=O)Nc2cccc(S(=O)(=O)NC3=NCCCCC3)c2)c1C
[12] CCc1ccc(N/C(N)=N/c2nc(CSc3ccccn3)cc(=O)[nH]2)cc1

compound no.	7	8	9	10	11	12
APOBEC3A inh	-2	1	0	0	2	-1
hIAP activ	0.99	0.9	0.86	1.1	1.1	1.6
mIAP activ	0.96	0.9	0.99	1	0.94	1.2
APOBEC3G inh	-7	4	-7	-3	-4	-2
SENP1 inh	-2	1	-1	2	1	0
NALP3 yeast inh	11	8	9	43	15	11
hIAP block	1	10	14	-11	-10	-64
mIAP block	4	10	1	-4	6	-18
MIN6 prolif	-2	-1	3	-3	-6	-4

[13] CN(CC(=O)NCc1ccc(F)cc1)Cc1cccc(Cl)c1
[14] COCC(=O)Nc1cc([N+](=O)[O-])ccc1C
[15] COc1ccc(S(=O)(=O)N2CCN(C(=O)NCc3ccccc3)CC2)cc1
[16] COc1ccc(NC(=O)COC(=O)CCOc2ccccc2C)cc1Cl
[17] COc1c(N2CCN[C@H](C)C2)c(F)cc2c(=O)c(C(=O)O)cn(C3CC3)c12
[18] C=CCNC(=O)c1sc(SC)cc1-c1ccc(Cl)cc1

compound no.	13	14	15	16	17	18
APOBEC3A inh	-2	2	-4	4	-1	-3
hIAP activ	1	1.2	0.98	1	0.97	0.89
mIAP activ	1.1	1	0.91	0.96	1.1	0.93
APOBEC3G inh	-9	-4	-5	-3	-7	-8
SENP1 inh	0	4	2	4	.	1
NALP3 yeast inh	8	-2	14	21	16	30
hIAP block	-4	-16	2	-4	3	11
mIAP block	-7	0	9	4	-8	7
MIN6 prolif	0	1	-1	2	-7	-2

[19] C=C(C)C(=O)OC1(C(F)(F)F)Oc2cc(C)ccc2NC1=O (configuration not stated)
[20] O=[N+]([O-])c1ccc(O)c(C=Nc2ccc3c(c2)OCCO3)c1
[21] CCCCCCCCCC(=O)N[C@H](CN1CCOCC1)[C@H](O)c1ccccc1
[22] Cc1ccc(OCC(=O)Nc2cccc(S(=O)(=O)N3CCCCCC3)c2)c([N+](=O)[O-])n1
[23] CCOc1ccc(C(=O)N2CCSC2=S)cc1
[24] CCOc1ccc(CNc2ccc3c(c2)ncn3C)cc1

compound no.	19	20	21	22	23	24
APOBEC3A inh	1	-3	2	2	1	-9
hIAP activ	0.97	0.89	0.94	1	1.1	1.1
mIAP activ	0.98	1	1	0.96	0.98	1.1
APOBEC3G inh	-6	-8	0	-2	-4	-8
SENP1 inh	3	-2	3	2	0	-34
NALP3 yeast inh	13	18	14	11	6	11
hIAP block	3	11	6	-3	-8	-7
mIAP block	2	-1	-2	4	2	-6
MIN6 prolif	-6	-5	-3	-1	-2	0

[25] Cn1cc([N+](=O)[O-])c(C(=O)Nc2ccc3c(c2)OCCO3)n1
[26] O=C(Cc1ccccc1F)Nc1ccc(S(=O)(=O)N2CCCC2)cc1
[27] Cc1n[nH]c(C)c1CCCCOc1ccccc1[N+](=O)[O-]
[28] O=C(CNC(=O)c1ccco1)NCC(=O)OC(C(=O)c1ccccc1)c1ccc(Cl)cc1 (configuration not stated)
[29] Cc1cc(C)nc(SCCC(=O)N(C)C)n1
[30] CNC(=O)NC(=S)NC(=O)c1cccc(Cl)c1

compound no.	25	26	27	28	29	30
APOBEC3A inh	-3	-3	1	-3	1	-1
hIAP activ	0.96	1	0.9	0.94	0.97	0.91
mIAP activ	0.98	1.1	1.1	0.99	1.1	1
APOBEC3G inh	-8	-1	-3	-4	0	-7
SENP1 inh	1	-2	0	-1	0	0
NALP3 yeast inh	4	17	21	-44	2	17
hIAP block	4	-2	10	6	3	9
mIAP block	2	-8	-6	1	-8	-4
MIN6 prolif	-2	-1	-4	-2	-2	-1

[31] COc1cc2c(C(=O)N3CCN(C4CCCCC4)CC3)cn(CC(C)C)c(=O)c2cc1OC
[32] O=C(NCc1ccccc1)C(c1ccc(O)cc1)N(C(=O)Cn1nnc(-c2cccs2)n1)c1ccc2c(c1)OCCO2 (configuration not stated)
[33] CCOC(=O)/C=C(\C)Sc1cc(=O)oc2ccccc12
[34] O=C(COc1ccccc1)NCC(c1ccco1)N1CCN(c2ccccc2)CC1 (configuration not stated)
[35] O=C(COC(=O)C1CCN(S(=O)(=O)c2ccccc2C(F)(F)F)CC1)NCc1ccc(F)cc1
[36] Nc1nsnc1C(=O)NCCO

compound no.	31	32	33	34	35	36
APOBEC3A inh	2	-1	0	-6	1	-1
hIAP activ	0.98	1.1	0.91	1	1.2	1.1
mIAP activ	0.95	0.96	0.96	0.89	1.1	0.96
APOBEC3G inh	-4	-3	-3	-9	-6	-4
SENP1 inh	.	2	0	0	-2	2
NALP3 yeast inh	13	22	27	-21	0	-4
hIAP block	2	-5	9	-4	-18	-6
mIAP block	4	4	4	11	-8	4
MIN6 prolif	2	-2	-1	-1	-3	0

[37] COc1ccc(/C=C2/SC(=S)N(NS(=O)(=O)c3ccc(C)cc3)C2=O)cc1
[38] O=C(O)C1C2C=CC(C2)C1C(=O)Nc1cccc(F)c1 (configuration not stated)
[39] COc1ccc(C(=O)Cn2c(Br)nc3c2c(=O)n(C)c(=O)n3C)cc1OC
[40] CC(C)C[C@H](NC(=O)c1[nH]cnc1C(=O)N[C@@H](C)C(=O)OC(C)(C)C)C(=O)OCc1ccccc1
[41] Cc1ccc(Cl)cc1N1CCN(C(=O)C2CCN(S(=O)(=O)c3c(C)nn(C)c3C)CC2)CC1
[42] N#Cc1cccnc1N1CCN(C(=O)c2cccc3c2C(=O)c2ccc(Cl)cc2S3(=O)=O)CC1

compound no.	37	38	39	40	41	42
APOBEC3A inh	-2	1	1	-2	-1	1
hIAP activ	0.72	1.1	1	1.2	1.2	1.1
mIAP activ	0.9	1	0.97	0.91	1.1	0.89
APOBEC3G inh	-3	6	-2	-13	-3	-2
SENP1 inh	0	0	1	2	1	25
NALP3 yeast inh	15	5	7	9	21	6
hIAP block	28	-11	0	-18	-16	-15
mIAP block	10	-2	3	9	-8	11
MIN6 prolif	-2	-3	1	-5	1	-6

[43] CCC1(c2ccccc2)NC(=O)N(CC(=O)NNC(=O)c2ccoc2C)C1=O (configuration not stated)
[44] COc1ccc(N2CCN(C(=O)c3cc(-c4ccc(F)cc4)[nH]c3C)CC2)cc1
[45] Nc1ccccc1-c1nc2ccccc2[nH]1
[46] O=C(NC(=S)Nc1ccccc1Br)c1ccc2c(c1)OCO2
[47] O=C(NCCCNC(=O)c1cc(Cl)ccc1Cl)c1cnccn1
[48] Cc1cc2nccc(-c3ccc(Cl)c([N+](=O)[O-])c3)n2n1

compound no.	43	44	45	46	47	48
APOBEC3A inh	-5	-1	-5	-5	-8	-4
hIAP activ	0.98	1.1	1.3	1	1.1	1
mIAP activ	0.9	1.1	0.89	0.87	1	0.97
APOBEC3G inh	-12	-1	-6	-6	-4	-6
SENP1 inh	1	-1	1	2	-1	-5
NALP3 yeast inh	14	6	33	4	4	28
hIAP block	2	-5	-27	0	-5	-3
mIAP block	10	-15	11	13	-2	3
MIN6 prolif	5	-5	-1	-4	-4	1

Grouped by structure, those above with a thiophene ring, fused or not.
[18] C=CCNC(=O)c1sc(SC)cc1-c1ccc(Cl)cc1
[32] O=C(NCc1ccccc1)C(c1ccc(O)cc1)N(C(=O)Cn1nnc(-c2cccs2)n1)c1ccc2c(c1)OCCO2 (configuration not stated)

compound no.	18	32
APOBEC3A inh	-3	-1
hIAP activ	0.89	1.1
mIAP activ	0.93	0.96
APOBEC3G inh	-8	-3
SENP1 inh	1	2
NALP3 yeast inh	30	22
hIAP block	11	-5
mIAP block	7	4
MIN6 prolif	-2	-2

Next part
[49] COc1cccc(CN2C(=O)[C@H]3Cc4c([nH]c5ccccc45)C(C)(C)N3C2=O)c1
[50] CCOc1cc(C(=S)N2CCOCC2)ccc1OS(=O)(=O)c1ccccc1
[51] CCNC(=S)NCCN1CCCCC1
[52] O=C(Nc1ccn(-c2ccccc2)n1)c1ccc(S(=O)(=O)N2CCCCCC2)cc1
[53] COC(=O)c1cn(NC(=O)c2ccc3c(c2)OCO3)c(=O)c2ccccc12
[54] CCOC(=O)C1CCN(C(=O)CCS(=O)(=O)Cc2ccccc2)CC1

compound no.	49	50	51	52	53	54
APOBEC3A inh	0	2	-2	-1	0	-1
hIAP activ	1	0.99	1.2	0.97	1.2	0.88
mIAP activ	1	1	0.97	0.89	1.2	0.94
APOBEC3G inh	-11	-2	-12	-5	-2	-10
SENP1 inh	-30	4	1	2	2	-4
NALP3 yeast inh	5	9	10	36	43	4
hIAP block	-2	1	-23	3	-15	12
mIAP block	-3	0	3	11	-20	6
MIN6 prolif	-6	0	-2	0	-2	-1

[55] O=C(NNC(=S)NCc1ccco1)C(c1ccccc1)c1ccccc1
[56] CC1CCc2onc(C(=O)NCc3ccco3)c2C1 (configuration not stated)
[57] O=C(O)CC(c1ccccc1)n1cccc1 (configuration not stated)
[58] COc1ccc(C(=O)Nc2ccc3c(c2)OCCO3)cc1Br
[59] CN(C(=O)c1coc(=O)c2ccccc12)c1ccc(F)cc1
[60] CS(=O)(=O)N1CCC(CO)(Cc2ccccc2C(F)(F)F)CC1
[61] Cc1ccc(-n2nc3c(c2NC(=O)c2ccco2)CS(=O)(=O)C3)cc1C
[62] COc1ccc(C)cc1Nc1c2c(nc3ccccc13)CCC2

compound no.	55	56	57	58	59	60	61	62
APOBEC3A inh	-4	-2	-2	-4	-5	3	-6	-5
hIAP activ	1.6	1.1	1.1	0.95	1.2	0.84	1	0.91
mIAP activ	0.98	0.98	1	1	1.1	1	0.96	0.99
APOBEC3G inh	-10	-4	-6	-3	-2	-3	-5	-4
SENP1 inh	0	0	0	2	3	0	-1	4
NALP3 yeast inh	21	-10	13	21	6	1	2	15
hIAP block	-63	-8	-6	5	-23	16	-4	9
mIAP block	2	2	-5	0	-6	-4	4	1
MIN6 prolif	1	-3	-1	-4	-3	0	-3	-4
